Bioassay records (PubChem BioAssay)
GPT2 inh – Primary qHTS assay for inhibitors of Glutamate pyruvate transaminase 2 (GPT2). Alanine aminotransferase 2 (Homo sapiens), Q8TD30. Recombinant GPT2, coupled pyruvate oxidase/HRP Amplex Red fluorescence. Potency, µM (series often up to 57.7 µM), inactives show at the top dose activity change, negative = inhibition, usual class: inhibitors. 0.25% of 100,000 active. AID 1671188, 2021; further: potency means the concentration at half of the fitted maximal effect; nearly all actives have a fitted effect of over 60% in size; many of its hits are not listed in these tables
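Recombinant GPT2 (10ng/uL) with 250uM a-KG and 2mM L-alanine, 30 min at room temperature, in HEPES pH 7.5 buffer. Pyruvate detected by pyruvate oxidase/HRP/Amplex Red fluorescence after 30 min in the dark; AOA (50uM) as positive control.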
IP6K1 inhibitor – Primary qHTS assay for small molecule inhibitors of Inositol hexaphosphate kinase 1 (IP6K1). IP6K1 kinase, ADP-Glo luminescence, 2 h; hits give low values. activity change, % (series mostly up to about 58 µM). 0.81% of 140,000 active. AID 1645851, 2021; in the data active means activity change below about -25%
Target sequence (Q92551 whole entry, looked up): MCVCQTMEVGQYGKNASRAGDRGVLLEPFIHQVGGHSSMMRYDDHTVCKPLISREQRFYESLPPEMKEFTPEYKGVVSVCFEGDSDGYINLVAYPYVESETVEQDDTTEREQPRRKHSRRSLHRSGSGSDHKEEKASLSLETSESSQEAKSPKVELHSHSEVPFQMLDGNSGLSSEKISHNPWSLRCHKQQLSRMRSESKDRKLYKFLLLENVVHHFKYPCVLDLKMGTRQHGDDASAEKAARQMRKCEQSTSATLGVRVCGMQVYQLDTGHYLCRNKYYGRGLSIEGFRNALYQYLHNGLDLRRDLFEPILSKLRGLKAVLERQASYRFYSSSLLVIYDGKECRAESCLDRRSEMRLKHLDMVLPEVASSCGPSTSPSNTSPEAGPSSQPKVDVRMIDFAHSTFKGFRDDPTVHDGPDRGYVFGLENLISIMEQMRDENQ
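ADP-Glo luminescence measures ADP made by human IP6K1 during a 2 h RT reaction with ATP/IP6 (mix at 1.3 mM/130 uM); top library doses 57.5 and 19.1 uM final.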
Luciferase inh – Firefly luciferase inhibition profiling of diverse chemical library using quantitative high-throughput screening. 2.5% of 76,000 active. Luciferin 4-monooxygenase (Photinus pyralis), P08659. Potency, µM (highest dose often 115 µM), for inactives: at the highest dose activity change, negative = inhibition, hits mostly inhibitors. purified P. pyralis luciferase, luminescence, biochemical; further: potency means the concentration at half of the fitted maximal effect; nearly all actives have a fitted effect of over 65% in size
Target sequence (P08659 whole entry, looked up): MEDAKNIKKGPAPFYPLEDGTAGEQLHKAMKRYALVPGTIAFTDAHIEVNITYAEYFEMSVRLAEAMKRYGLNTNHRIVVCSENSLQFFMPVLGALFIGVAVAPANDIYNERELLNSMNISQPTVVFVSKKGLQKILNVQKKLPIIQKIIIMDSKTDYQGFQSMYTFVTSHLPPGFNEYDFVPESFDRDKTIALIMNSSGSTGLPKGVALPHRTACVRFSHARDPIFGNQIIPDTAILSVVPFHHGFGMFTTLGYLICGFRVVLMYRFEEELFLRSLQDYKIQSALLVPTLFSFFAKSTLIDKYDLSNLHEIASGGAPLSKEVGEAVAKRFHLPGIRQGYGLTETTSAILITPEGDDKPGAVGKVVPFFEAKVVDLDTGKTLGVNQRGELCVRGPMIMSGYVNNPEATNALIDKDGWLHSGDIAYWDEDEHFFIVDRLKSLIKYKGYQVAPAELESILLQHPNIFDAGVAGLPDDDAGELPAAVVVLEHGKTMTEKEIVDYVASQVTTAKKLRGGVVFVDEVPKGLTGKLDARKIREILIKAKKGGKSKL
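Inhibitors were tested against purified firefly luciferase in a biochemical, low-substrate format (both substrates at 10uM) and luminescence measured with a CCD imager.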
SNCA expr inh – Primary qHTS assay for inhibitors of alpha-synuclein gene (SNCA) expression. HEK-293 SNCA-luciferase knock-in, luminescence, 24 h. Potency, µM (titrated, usually from 57.2 µM), for inactives: at the top dose activity change, negative = inhibition, hits mostly inhibitors. 0.17% of 140,000 active. AID 1671194, 2021;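 further: potency means the concentration at half of the fitted maximal effect; plate controls were DMSO cells for no effect and cell-free wells for full effect; nearly all actives have a fitted effect of over 45% in size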
3T3 cytotox – Cytotoxic Profiling in NIH 3T3 Cell Line of Diverse Libraries Using Quantitative High-Throughput Screening; NIH 3T3 viability, CellTiter-Glo ATP luminescence, 48-72 h; Potency, µM (titrated, usually from 96.7 µM), without a hit: at the highest dose activity change, negative = cytotoxicity, usual class: inhibitors; 4.3% of 94,000 active; AID 1345082, 2018; further: potency means the concentration at half of the fitted maximal effect; nearly all actives have a fitted effect of over 55% in size
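Viability of NIH 3T3 cells after 48 or 72 hr compound treatment at 37 °C was assessed by CellTiter-Glo, with luminescence imaged following a 10 min room-temperature step.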
HEK293 viab – GF-AFC viability counterscreen for inhibitors of alpha-synuclein gene (SNCA) expression; HEK-293-SNCA-luc viability, GF-AFC fluorescence, 24 h; Potency, µM (doses to about 57.1 µM), for the others: at the top dose activity change, negative = cytotoxicity, hits mostly cytotoxic; 0.12% of 150,000 active;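 further: potency means the concentration at half of the fitted maximal effect; 0% = DMSO-treated cells and -100% = medium-only wells without cells; nearly all actives have a fitted effect of over 30% in size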
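HEK-293-SNCA-luc cells (1500/well) plated 24 h, then exposed 24 h to a dilution series; GF-AFC added 30 min at 37C, fluorescence 405/540 nm; normalised to medium-only and DMSO wells, Hill fit.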
HEK cytotox – Cytotoxic Profiling in HEK 293 Cell Line of Diverse Libraries Using Quantitative High-Throughput Screening; HEK 293 viability, ATP luminescence (CellTiter-Glo), 48-72 h; Potency, µM (doses to about 115 µM), for the others: at the highest dose activity change, negative = cytotoxicity, usual class: inhibitors; 6.6% of 94,000 active; AID 1345083, 2018; further: potency means the concentration at half of the fitted maximal effect; nearly all actives have a fitted effect of over 60% in size
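250 HEK 293 cells/well; compound by pintool; incubated 48 or 72 hr at 37 degree Celsius; CellTiter-Glo added, 10 min RT, luminescence imaged.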
Starred values were filed as active, the others as inactive; i = inactive; ? = inconclusive; / = no result given; [ ] = another dose, or the depositor's remark. Unless noted, the call rests on the fitted dose curve; in most records, active means well fitted curve in the direction sought with a large enough effect; inconclusive means small, poorly fitted or top-dose-only effect, or another doubt; inactive means no such curve, though single readings can be large; an effect the other way counts as inactive or inconclusive. Unless noted, on the % scale 0 is the no-effect control and ±100 the full control effect. An excerpt. The share of hits here may be higher or lower than overall.

SMILES | GPT2 inh | IP6K1 inhibitor | Luciferase inh | SNCA expr inh | 3T3 cytotox | HEK293 viab | HEK cytotox
COc1cc(Cl)ccc1C(=O)N1CC(C(=O)N(C)C)C2(CCOCC2)C1 (stereo unspecified) | 4.4% | 23.3 | -2.5% | 7.5% | 1.2% | -3.9% | -9.1%
OC[C@@H]1CN(CC2CC2)C[C@H]1c1nc(-c2cccnc2)no1 | i | 1.9 | ? | 72.9%[activator] | -11.7% | 4.9% | -28.5%
CN1CCN(CCNC(=O)c2cnn(-c3ccc(Cl)cc3)c2C2CCN(C(=O)OC(C)(C)C)CC2)CC1 | / | 0.1 | / | 28.6% | / | -0.7% | /
Cc1ccc(CNC(=O)CCCn2nc(C)c3c(C)n(-c4ccccc4)nc3c2=O)cc1 | / | 33.3 | / | -8.5% | / | -4.2% | /
CC(C(=O)NCCc1ccccc1)C1CCOCC1 (stereo unspecified) | i | 27.4 | 6.9% | 13.8% | i | 7.3%[12.5 µM] | -6.9%
COc1ccc(NC(=O)Cn2ccn3nc(-c4ccc(F)cc4)c(CO)c3c2=O)cc1 | -7.3% | 23.6 | 1.4% | -10.0% | 2.8% | -3.4% | 5.3%
CCn1nc(C)c(CN2CCC3(CC2)CN(c2ccncn2)CC3CO)c1C (stereo unspecified) | i | -1.5 | 0.8% | -4.2% | -4.6% | -12.2% | -6.6%
Cc1c2cc(c(C(=O)O)c1C)OC1OC(C(O)C(O)C1O)C(O)C(O)C1OC(O2)C(O)C(O)C1O (stereo unspecified) | ? | 14.7 | / | / | / | -16.4%[23.9 µM] | /
Cc1ccc(F)cc1S(=O)(=O)N1CCN(C2CCN(CCC(C)C)C2=O)CC1 (stereo unspecified) | i | -3.6 | 6.9% | -6.7% | -19.3% | 3.8% | ?
CCCCc1nc(Cl)c(CO)n1Cc1ccc(-c2ccccc2-c2nn[nH]n2)cc1 | i | -5.0 | / | -26.6%[25.6 µM] | / | 4.8%[23.9 µM] | /
Cc1ccc(-c2cn3cc(C(=O)NCC(C)C)nc3s2)cc1 | ? | 3.7 | / | 84.1%[activator][87.6 µM] | -39.8%[138 µM] | 11.5%[87.6 µM] | ?
Cc1ccc(C)c(Cn2c3ccccc3c3cnn(CC(=O)NC(C)c4ccccc4)c(=O)c32)c1 (stereo unspecified) | / | -6.5 | / | -3.5% | / | -5.3% | /
COCCn1ncc(N2CCC(NC(=O)CCC(C)C)CC2)cc1=O | i | 1.8 | 3.2% | -0.7% | -8.4% | -4.9% | 2.0%
Cc1c(C(=O)Nc2ccc(F)c(Cl)c2)oc2ccc(S(=O)(=O)N(C)C3CCCCC3)cc12 | / | 34.5 | / | ? | / | 4.5% | /
Cn1ncc(N2CCCC(CC(=O)NC3CCN(Cc4ccccc4)CC3)C2)cc1=O (stereo unspecified) | i | 4.8 | -5.1% | 3.4% | -11.5% | 5.4% | -17.8%
CCn1c(C2CCN(C(=O)c3cc(F)cc(F)c3)CC2)nn(C)c1=O | i | -12.5 | 0.0% | 9.5% | -19.5% | -5.1% | -7.2%
Cc1cnc(C(=O)O)c[n+]1[O-] | 1.9% | / | / | ? | / | -1.0% | /
CCO[C@H]1CN(C(=O)CCSCc2ccc(F)cc2)C[C@@H]1O | -13.6% | 12.9 | 0.5% | -21.5% | -37.0% | -11.7% | -0.6%
Cc1cc2c(cc1C)NC(CC(=O)Nc1cccc(C)c1C)C(=O)N2 (stereo unspecified) | / | -21.4 | / | 25.5% | / | -7.8% | /
O=C(NCc1ccnc2[nH]ccc12)c1ccccc1Cl | 4.4%[88.5 µM] | 10.5 | -18.8%[172 µM] | 8.0%[87.6 µM] | -9.4%[138 µM] | 3.0%[87.6 µM] | -14.0%[172 µM]
Cc1cc2nc3c(=O)n(C)c(=O)n(C)c3nc2cc1N=CN(C)C | / | -13.0 | / | 17.6% | / | ? | /
CCOC(=O)N1CCC(N[C@@H]2CC[C@@H]2NC(=O)c2ccccn2)CC1 | -2.7% | 7.5 | 5.5% | -15.6% | -19.9% | -9.3% | -6.7%
CNC(=O)Cn1c(=O)c2cccn2c2ccc(F)cc21 | / | 10.1 | / | 2.2% | / | 1.0% | /
O=C(c1cccc([N+](=O)[O-])c1)N1CCc2c(c3ccccc3n2CC2CC2)C1 | 4.4% | 3.6 | -2.4% | 2.8% | ? | -2.3% | ?
Cc1ccc(C(=O)N2CCC3(C2)NC(=O)c2ccccc2CO3)cc1 (stereo unspecified) | -10.8%[88.5 µM] | 21.8 | -6.7%[172 µM] | -10.7%[87.6 µM] | ? | 0.2%[87.6 µM] | ?
CCN1c2cc(C(=O)Nc3ccc(C(N)=O)cc3)ccc2C(=O)N2CCCCC21 (stereo unspecified) | -2.0% | -2.3 | -7.2% | -27.1% | 31.6µM* | 13.1%[12.5 µM] | ?
CCOc1ccccc1CN1CCc2nc(Nc3ccc4c(c3)OCCO4)ncc2C1 | / | 4.6 | / | 39.8%[activator] | / | 5.5% | /
CC(C)CCNC(=O)c1ccc(Cn2c(SCC(=O)NC(C)C)nc3ccccc3c2=O)cc1 | / | 19.9 | / | -8.0% | / | 4.1% | /
O=C(O)Cn1ccc2cc(OCc3cccc(-c4ccc(F)cc4F)c3)cnc21 | i | -19.0 | 20µM* | 8.2%[87.6 µM] | -3.0%[138 µM] | 1.5%[87.6 µM] | ?
CC[C@H]1CN(C(=O)Nc2cccc(C(F)(F)F)c2)CC[C@H]1CC(=O)NCc1ccco1 | -0.2% | -10.7 | 7.3% | -21.1% | ? | 2.6% | ?
CS(=O)(=O)N1CC2(CCN(C3CCCCC3)CC2)Cc2ccccc21 | -4.0% | -11.0 | / | 6.3% | 2.3% | -2.4% | -18.1%
Cc1cccc(C(=O)NCC(=O)OCc2cc(=O)n3nc(CC(C)C)sc3n2)c1 | / | 3.5 | / | -11.3% | / | -8.4% | /
Cc1ccc(C2Cn3nnc(-c4noc(-c5cc(F)ccc5Cl)n4)c3CO2)cc1 (stereo unspecified) | -10.1% | 9.4 | 4.5% | -1.2% | i | -1.4% | 14.2%
Cc1ccc(C)c(S(=O)(=O)N2CCCC(Cn3c(C)nc4cccnc43)C2)c1 (stereo unspecified) | i | -7.5 | 5.8% | -37.0% | 25.1µM* | -9.9% | 39.8µM*
COc1ccc(OC)c(CNC(=O)c2nn(C)c3c2CS(=O)(=O)c2ccccc2-3)c1 | / | -2.2 | / | -3.6% | / | -4.6% | /
O=C(NC(c1ccccc1)c1ccccc1)c1cnc2c(c1)N(C(=O)Cc1ccc(O)cc1)CCC2 | ? | 2.9 | -13.6% | -31.2% | ? | -6.7% | -30.0%
C[C@@H](NC(=O)Nc1ccccc1)c1onc(-c2ccc(F)cc2)c1C(=O)O | i | -0.5 | ? | 30.2%[activator][87.6 µM] | 2.3%[174 µM] | 3.7%[87.6 µM] | 2.1%[172 µM]
Cn1cnnc1-c1nn(C)c2c1CN(C(=O)CCc1nc3ccccc3s1)CC2 | 0.2% | -4.3 | / | -9.5% | -18.0% | 4.3% | -8.4%
COC(=O)c1cc2oc(C)cc2n1Cc1ccc(Br)cc1F | / | -11.3 | / | 4.2% | / | 7.2% | /
COc1cccc2sc(N(Cc3cccnc3)C(=O)c3ccc4c(c3)OCCO4)nc12 | / | 5.4 | / | 25.6% | / | -12.3% | /
Cn1cc(C(=O)N2CCC(F)(c3nc(-c4ccncc4)no3)CC2)cn1 | i | -4.7 | 7.4% | -10.1% | -6.5% | -3.6% | -21.7%
CN(Cc1ccccc1)C(=O)c1ccc(CSc2nc3cccnc3n2Cc2ccccc2)cc1 | / | -4.4 | / | ? | / | ? | /
CCCN(CCC)CCCNC(=O)C1CCN(S(=O)(=O)c2cccc3nsnc23)CC1 | / | 13.0 | / | 29.6% | / | -1.7% | /
COc1ccc(-c2ccc3nc(-c4ccccc4)oc3c2)c(OC)c1OC | -19.4% | 12.4 | -23.2% | -11.2% | ? | 13.6% | 44.7µM*
CCC(=O)N1CCc2cc(CNS(=O)(=O)c3c(C)cc(C)cc3C)ccc21 | / | 20.5 | / | -4.8% | / | 11.6% | /
Cc1c(CN2CCCC(COc3ccccc3C(=O)N3CCCCC3)C2)cnn1C (stereo unspecified) | i | -16.5 | 13.3% | 9.5% | i | -1.5% | 0.8%
NCCCN1C(=O)CC[C@H]2CN(C(=O)CN3CCNC(=O)C3)CC[C@H]21 | 0.7% | -4.1 | -5.1% | ? | i | 4.5% | -2.7%
Cc1cc(=O)[nH]c(NCCNC(=O)C2CCC(=O)N(C3CCCCCC3)C2)n1 (stereo unspecified) | -4.3% | 7.9 | 3.9% | 11.1% | 4.7% | 2.8% | 4.3%
Cc1cc(C)cc(NC(=O)CSc2nccn2C2CCCC2)c1 | / | 19.1 | / | 107.1%[activator] | / | 0.0% | /
O=C(NCCN1CCN(c2cccc3ccc(O)cc23)CC1)c1ccc(F)cc1 | i | 2.2 | / | / | / | -10.5% | /

One compound at a time (already shown). Order of values: GPT2 inh	IP6K1 inhibitor	Luciferase inh	SNCA expr inh	3T3 cytotox	HEK293 viab	HEK cytotox
`Cc1cc(C)cc(NC(=O)CSc2nccn2C2CCCC2)c1` is listed as /	19.1	/	107.1%[activator]	/	0.0%	/
`Cc1cc(=O)[nH]c(NCCNC(=O)C2CCC(=O)N(C3CCCCCC3)C2)n1` (stereo unspecified) is listed as -4.3%	7.9	3.9%	11.1%	4.7%	2.8%	4.3%
`CCCN(CCC)CCCNC(=O)C1CCN(S(=O)(=O)c2cccc3nsnc23)CC1` is listed as /	13.0	/	29.6%	/	-1.7%	/
`NCCCN1C(=O)CC[C@H]2CN(C(=O)CN3CCNC(=O)C3)CC[C@H]21` is listed as 0.7%	-4.1	-5.1%	?	i	4.5%	-2.7%

Following part:
SMILES | GPT2 inh | IP6K1 inhibitor | Luciferase inh | SNCA expr inh | 3T3 cytotox | HEK293 viab | HEK cytotox
CC(C)CCNC(=O)[C@H]1CN(Cc2ccccc2)C[C@H]1C(=O)O | 1.3% | 3.3 | / | 18.4% | i | 10.8% | i
CC(C)(C)c1ccc(C(=O)NC(Cc2c[nH]c3ccccc23)C(=O)OCC(=O)c2ccc(Cl)cc2)cc1 (stereo unspecified) | / | 16.3 | / | ? | / | -1.9% | /
COC1C(=O)N(C2CCN(C(=O)c3ccc(C)nc3)CC2)C12CCOCC2 (stereo unspecified) | 0.1% | -2.6 | 5.5% | 36.6%[activator] | -6.4% | 1.0% | -7.2%
O=C(Nc1ccc(F)cc1F)N1CCC(Oc2ncccc2C(=O)N2CCCCC2)C1 (stereo unspecified) | i | 27.0 | -2.5% | -2.1% | -2.6% | 7.4% | -1.2%
